Screens from PubChem.
SARS 3CLpro inh = SARS-CoV 3CLpro protease inhibitors, primary screen, biochemical, quenched FRET | inhibition, % at 6 µM | AID 1706, 2009 | Replicase polyprotein 1ab (Severe acute respiratory syndrome coronavirus), P0C6X7 | recombinant SARS-CoV 3CLpro, quenched FRET peptide cleavage | 290,000 compounds, 0.14% hits; in the data active = inhibition above about 12%
Vc quorum ag = inducers of Vibrio cholerae quorum light production without autoinducers, primary screen, BH1578 luxS cqsA deficient, single point; activation, % at 18.7 µM; AID 588436, 2011; V. cholerae BH1578 lux reporter, luminescence, 6 h; 350,000 compounds, 0.16% hits; in the data active = activation mostly above about 9.7%, no sharp cut-off; note: not every result past the cut was called active; inactives centre near 0; reference of the scale not given here
Rv3671c inh = Rv3671c serine protease inhibitors, primary screen, biochemical, fluorescence polarization, M. tuberculosis H37Rv; 320,000 compounds, 0.048% hits; inhibition, % at 5.96 µM; AID 2606, 2010; P9WHR9; in the data active = inhibition above about 38%;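 note: extracellular domain of Rv3671c used as enzyme; 0% = enzyme with DMSO and 100% = no enzyme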
Yp Topo-I inh = Yersinia pestis topoisomerase I inhibitors, primary screen, biochemical, cleavage product accumulation, plate reader, single point; DNA topoisomerase I (Yersinia pestis CO92); Y. pestis Topo-I cleavage product accumulation; activity, % at 10 µM; 360,000 compounds, 0.064% hits; AID 504884, 2011; in the data active = activity above about 50%, passing the limit was not always enough; note: inactives centre near 2
PriA SSB inh = inhibitors of Klebsiella pneumoniae PriA binding to SSB C-terminal tail, primary screen, biochemical, AlphaScreen; inhibition, % at 33 µM; 430,000 compounds, 0.6% hits; AlphaScreen SSBct-PriA binding, biotinylated peptide; PriA–SSB C-terminal tail interaction (Klebsiella pneumoniae); in the data active = inhibition mostly above about 37%, no sharp cut-off; inactive = mostly below about 20%;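 note: plate controls were negative control peptide for no effect and reference peptide for full effect; strong numbers were not always called active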
VHR inh abs = VHR1 phosphatase inhibitors, primary screen, biochemical, absorbance, uHTS; Dual specificity protein phosphatase 3 (Homo sapiens), P51452; recombinant VHR phosphatase, pNPP absorbance; 290,000 compounds, 0.52% hits; inhibition, % at 13.3 µM; AID 1654, 2009; in the data active = inhibition above about 50%; note: some compounds called inactive have numbers as strong as hits
Target sequence (P51452 whole entry, looked up): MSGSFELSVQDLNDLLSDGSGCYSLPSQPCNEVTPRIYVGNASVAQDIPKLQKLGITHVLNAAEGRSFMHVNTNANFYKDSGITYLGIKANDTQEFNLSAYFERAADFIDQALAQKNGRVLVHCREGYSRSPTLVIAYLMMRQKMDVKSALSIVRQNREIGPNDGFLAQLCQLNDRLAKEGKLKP
MazF activator = activators of E. coli MazEF toxin-antitoxin RNase, primary screen, biochemical, fluorescence, uHTS. Endoribonuclease toxin MazF (Escherichia coli (strain K12)), P0AE70. FAM/BHQ RNA-DNA oligo cleavage fluorescence, 5 h. activation, % at 20 µM. 350,000 compounds, 0.32% hits. AID 504720, 2011; in the data active = activation above about 50%
Target sequence (P0AE70 whole entry, looked up): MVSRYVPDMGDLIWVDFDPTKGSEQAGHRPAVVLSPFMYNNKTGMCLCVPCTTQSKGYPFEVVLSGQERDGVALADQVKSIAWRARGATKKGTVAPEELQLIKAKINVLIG
Anthrax LF prot = Bacillus anthracis LF protease inhibitors, primary screen, biochemical, multiplex microsphere, MLPCN library; Lethal factor (Bacillus anthracis), P15917; multiplex microsphere protease cleavage assay; inhibition, % at 10 µM; 360,000 compounds, 0.12% hits; in the data active = inhibition above about 30%; note: plate controls were buffer without enzyme for full effect and enzyme alone for no effect
Target sequence (P15917 whole entry, looked up): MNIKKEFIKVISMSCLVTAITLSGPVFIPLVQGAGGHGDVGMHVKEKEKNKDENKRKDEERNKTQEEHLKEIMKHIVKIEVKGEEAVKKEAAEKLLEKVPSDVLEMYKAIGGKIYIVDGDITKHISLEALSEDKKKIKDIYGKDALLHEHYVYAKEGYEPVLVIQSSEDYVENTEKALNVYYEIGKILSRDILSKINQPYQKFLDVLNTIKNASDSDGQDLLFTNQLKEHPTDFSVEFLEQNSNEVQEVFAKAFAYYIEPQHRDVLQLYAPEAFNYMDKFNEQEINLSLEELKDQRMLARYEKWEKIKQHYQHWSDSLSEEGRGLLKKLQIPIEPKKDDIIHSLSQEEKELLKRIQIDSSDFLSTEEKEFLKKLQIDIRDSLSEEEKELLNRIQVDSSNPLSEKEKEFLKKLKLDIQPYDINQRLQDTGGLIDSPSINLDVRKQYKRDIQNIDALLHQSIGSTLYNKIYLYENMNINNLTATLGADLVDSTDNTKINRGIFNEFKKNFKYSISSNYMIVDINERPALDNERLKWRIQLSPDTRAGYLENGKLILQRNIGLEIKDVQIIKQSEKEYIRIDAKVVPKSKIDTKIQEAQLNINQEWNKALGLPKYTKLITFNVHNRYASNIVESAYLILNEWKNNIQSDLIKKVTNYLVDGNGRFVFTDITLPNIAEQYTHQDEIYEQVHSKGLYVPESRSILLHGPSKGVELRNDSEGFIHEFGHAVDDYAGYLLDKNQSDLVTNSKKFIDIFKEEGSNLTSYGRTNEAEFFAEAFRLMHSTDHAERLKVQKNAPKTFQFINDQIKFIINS
TcdB GH inh = TcdB glycohydrolase inhibitors, primary screen, biochemical, single point, plate reader; Toxin B (Clostridioides difficile), P18177; TcdB glycohydrolase enzymatic assay; inhibition, % at 9.99 µM; 350,000 compounds, 0.24% hits; AID 652162, 2013; in the data active = inhibition above about 10%
PfHsp40 rescue = rescue of yeast from PfHsp40 toxicity, primary screen, S. cerevisiae, ATP luminescence | S. cerevisiae expressing PfHsp40, growth rescue | growth rescue, % at 12.5 µM | 340,000 compounds, 0.68% hits | AID 504582, 2011; in the data active = growth rescue above about 28%, passing the limit was not always enough;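 note: yeast W303a lacking pdr1 and pdr3 grown in galactose medium; growth measured after three days at 30 °C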
Starred values were filed as active, the others as inactive; i = inactive; · = not tested or not shown; & = joins results of further samples. Some of the compounds tested; rates above refer to the full screens.

SMILES | SARS 3CLpro inh | Vc quorum ag | Rv3671c inh | Yp Topo-I inh | PriA SSB inh | VHR inh abs | MazF activator | Anthrax LF prot | TcdB GH inh | PfHsp40 rescue
O=C(CCC1CCCN(Cc2ccc3c(c2)OCCO3)C1)NCc1ccccc1F (centres undefined) | 1.3 | -2.4 | 4.5 | -2.0 | -6.2 | 11.6 | 9.6 | -3.5 | 1.4 | 0.4
CN(C)CCC=C1c2ccccc2C=Cc2ccccc21 | · | i | 0.8 | 3.7 | 3.5 | · | 21.3 | -2.8 | 0.9 | -1.7
COCCn1cnc2c1c(=O)n(Cc1ccc(C#N)cc1)c(=O)n2Cc1ccccc1 | -0.4 | -0.2 | -1.5 | 5.2 | 15.5 | -5.1 | 6.3 | -0.2 | 0.5 | 3.0
CCC(CCC(=O)Nc1cccc([N+](=O)[O-])c1)C(=O)O (centres undefined) | 0.5 | -1.0 | 3.5 | 2.8 | -3.7 | 17.2 | 2.3 | -0.9 | 1.2 | 0.1
CCN(CC(=O)Nc1ccc(NC(C)=O)cc1)C(=O)c1ccc(NC2CC2)c([N+](=O)[O-])c1 | · | i | -7.5 | 2.2 | -1.7 | · | -2.0 | 1.8 | 0.8 | -1.6
COc1ccc(OC)c(NC(=O)C2CCN(c3nc(C)cc(C)n3)CC2)c1 | -0.6 | -0.4 | 0.6 | 1.9 | -20.2 | 6.6 | 5.3 | -12.6 | · | 0.2
COc1cccc(CN(C)C(=O)c2ccc(S(=O)(=O)Nc3ccccc3C)cc2)c1OC | · | -0.5 | · | 13.0 | · | · | -5.1 | -3.7 | -1.0 | ·
O=C(O)c1cccc(CSc2ncn[nH]2)c1 | -1.7 | i | -4.1 | -2.8 | -12.6 | -7.7 | 4.9 | -2.9 | 0.2 | 3.4
Cc1c(C)c2cccnc2c2ncccc12 | · | i | -12.6 | 24.5 | 99.2* | · | 4.3 | 0.0 | · | 75.7*
CNC(=O)COC(=O)CCC(=O)c1ccc(Cl)cc1 | 4.9 | -2.3 | -2.6 | 9.5 | 6.4 | 1.2 | 14.6 | -3.3 | 1.9 | 0.2
Cc1ncc(CN2CCCC(C(=O)Nc3ccc(-n4ccnc4C)cc3)C2)cn1 (centres undefined) | -4.4 | i | -5.7 | -5.1 | -6.2 | 15.0 | -4.8 | 1.5 | 0.6 | 1.0
O=C(COc1ncnc2ccccc12)N1CCN(S(=O)(=O)c2ccccc2)CC1 | -4.4 | -0.3 | 7.0 | -0.2 | -4.8 | 22.1 | -1.0 | 0.4 | · | -1.2
Cc1cc(C(=O)Nc2ccccn2)cs1 | -1.2 | 2.2 | -5.1 | -0.5 | -12.7 | 13.4 | 2.9 | -2.3 | · | 0.8
Cc1occc1-c1nnc(SCC(=O)Nc2ccccn2)o1 | -2.2 | -0.3 | -2.2 | 16.1 | -8.7 | -0.6 | 0.0 | -1.3 | 4.6 | -0.2
c1ccc(N2CCN(c3ccccc3)C2c2ccncc2)cc1 | 2.4 | 1.7 | -23.7 | 31.2 | 8.1 | 15.6 | 3.0 | -4.0 | 2.0 | 0.5
COCCn1cc(C(=O)N2CCC3(CC2)OCCO3)c2c3ccccc3n(C)c2c1=O | -4.9 | i | 0.8 | 7.2 | -9.1 | -9.4 | -3.8 | -0.6 | · | 0.5
CCn1c(N2CCN(C(=S)Nc3ccc(OC)cc3)CC2)nc2ccccc21 | -1.7 | -0.3 | -1.7 | 15.6 | 10.4 | 25.2 | -3.3 | -4.4 | 1.9 | 2.0
O=P(Cc1cccc2ccccc12)(c1ccccc1)c1ccccc1 | · | -7.1 | · | 29.1 | -2.6 | · | -0.3 | -1.2 | 0.4 | 2.3
COc1ccc(-n2c(SCC(=O)N/N=C/c3ccccc3OCC(=O)O)nc3ccccc3c2=O)cc1 | 7.0 | i | -4.9 | 10.9 | i | -3.6 | 9.7 | -8.4 | -0.4 | 0.5
COc1ccc(C(=O)NCC(=O)OCc2ccc(Cl)cc2Cl)cc1OC | · | i | -0.9 | 34.2 | -0.5 | · | 4.3 | 0.9 | 1.6 | 0.8
CCCC[C@H]1COCCS(=O)(=O)N1Cc1cccc(F)c1 | 0.6 | i | -5.9 | -5.1 | -13.4 | 24.4 | -11.1 | 1.1 | 4.2 | 2.0
CCC(Sc1nc(-c2cccc(OC)c2)c(C#N)c(=O)[nH]1)C(=O)Nc1nnc(C(C)C)s1 (centres undefined) | 4.9 | -0.5 | 6.2 | 8.1 | 7.4 | 3.1 | -9.9 | -2.5 | 2.2 | -0.5
COc1cc(NC(=S)NCCN2CCOCC2)cc(OC)c1OC | 0.9 | -0.3 | 0.6 | -5.9 | -6.9 | 26.4 | -5.2 | 0.3 | -0.2 | -1.7
Cc1c(NC(=O)c2cccc(F)c2)c(=O)n(-c2ccccc2)n1C | -3.5 | -0.3 | 1.3 | -0.9 | 0.5 | -15.0 | 4.2 | -3.6 | 1.9 | 0.2
O=C1CN(C(=O)COc2ccc(F)cc2Br)c2ccccc2N1 | 0.9 | i | -3.6 | 11.6 | -4.7 | -26.0 | -7.6 | -0.8 | 0.7 | -0.7

Next part; the last 3 above are carried over.
SMILES | SARS 3CLpro inh | Vc quorum ag | Rv3671c inh | Yp Topo-I inh | PriA SSB inh | VHR inh abs | MazF activator | Anthrax LF prot | TcdB GH inh | PfHsp40 rescue
COc1cc(NC(=S)NCCN2CCOCC2)cc(OC)c1OC | 0.9 | -0.3 | 0.6 | -5.9 | -6.9 | 26.4 | -5.2 | 0.3 | -0.2 | -1.7
Cc1c(NC(=O)c2cccc(F)c2)c(=O)n(-c2ccccc2)n1C | -3.5 | -0.3 | 1.3 | -0.9 | 0.5 | -15.0 | 4.2 | -3.6 | 1.9 | 0.2
O=C1CN(C(=O)COc2ccc(F)cc2Br)c2ccccc2N1 | 0.9 | i | -3.6 | 11.6 | -4.7 | -26.0 | -7.6 | -0.8 | 0.7 | -0.7
CC(=O)NCCC(=O)N(Cc1ccccc1)c1nc2c(C)cccc2s1 | 6.1 | -2.5 | -20.9 | 13.1 | -4.9 | 2.5 | 0.7 | -1.6 | -0.1 | -1.2
COc1ccc(N2C(=O)C3CCCN3C2c2ccccc2)cc1 (centres undefined) | -2.1 | -0.2 | 9.5 | 0.7 | -5.8 | 17.0 | -4.2 | -2.3 | 1.3 | -0.1
O=C(NC(=S)N1CCCC1)c1ccccc1Cl | -0.8 | i | 10.5 | 5.4 | -0.9 | -11.3 | 5.1 | 2.0 | 0.6 | -0.2
Cn1nc(OC(=O)Nc2cccc(Cl)c2)cc1C(F)(F)F | -2.4 | -1.0 | -27.2 | -6.2 | -25.6 | 20.8 | 7.0 | -0.3 | · | -0.5
S=C(NCCc1ccccc1)N/N=C/c1cccc(Cl)c1Cl | 4.2 | -0.1 | -50.8 | -0.9 | · | -7.9 | 12.3 | 0.5 | 0.0 | 0.5
CC1(C)N=C(N)N=C(N)N1c1cccc(C#N)c1 | · | 1.0 | · | 3.1 | 7.8 | · | 4.8 | -3.9 | -1.4 | 0.5
CC(=O)Nc1nnc(SCC(=O)N2CCN(Cc3ccccc3)CC2)s1 | -4.0 | -0.5 | -2.8 | -2.3 | -15.5 | 7.5 | 2.1 | -5.9 | · | 0.5
O=C(O)c1ccc2c3c(cccc13)C(=O)N(c1cccc3ccccc13)C2=O | 0.1 | i | 3.0 | 10.9 | -8.5 | 21.7 | -19.0 | -2.0 | -0.7 | -0.5
CCCCNC(=O)CCSc1nc2nc(C)cc(C)n2n1 | -0.3 | i | 5.4 | -1.3 | -4.5 | 27.0 | -0.2 | 0.5 | 0.3 | -0.7
CS(=O)(=O)N(CC(=O)N1CCCC1)c1cccc(Cl)c1Cl | 6.6 | -0.4 | -8.4 | -6.4 | -12.5 | 18.7 | 1.2 | -1.5 | 1.2 | -0.4
CN(Cc1nc2ccccc2[nH]1)C(=O)C1CCC(=O)N(CCc2cccc(F)c2)C1 (centres undefined) | 0.9 | i | -3.2 | -13.8 | -7.6 | -28.8 | 9.2 | 8.2 | -0.8 | 6.7
CCOc1cc(CNc2ccc(Br)cc2)cc(Br)c1OCC(=O)NC(C)(C)C | -10.0 | -8.0 | -3.5 | 1.2 | -14.2 | 2.4 | -6.1 | -5.7 | 0.6 | 0.4
COc1ccc(-n2nc(C(=O)NCC(=O)N3CCN(Cc4ccccc4)CC3)c3ccccc3c2=O)c(OC)c1 | 3.5 | i | 4.0 | 19.5 | -9.2 | 25.5 | 11.3 | 1.7 | 1.9 | 0.2
O=C(/C=C/c1ccco1)c1ccccc1O | -1.2 | -0.2 | 1.7 | 4.8 | -4.0&-10.6 | 20.8 | -6.8 | -3.4 | -0.8 | -1.1
COCCNC(=O)c1ccc(N2CC3CC(C2)c2cccc(=O)n2C3)c(NC(=O)c2ccccc2Br)c1 (centres undefined) | · | i | · | 7.2 | · | · | 0.0 | -0.5 | 1.1 | ·
Cc1ccc(C2OCC3(CO2)COC(c2ccc(C)cc2)OC3)cc1 (centres undefined) | 2.3 | -0.3 | -6.1 | -2.6 | -22.6 | -4.7 | 2.3 | 1.5 | 1.2 | -1.4
CCOCCCNC(=O)CSc1nnc(-c2ccc(S(=O)(=O)N3CCCC3)cc2)n1C | 2.3 | -0.2 | 2.7 | 2.0 | 4.7 | 21.4 | 5.7 | -1.0 | 0.4 | 0.3
Cc1ccc(SCCNC(=O)/C=C/c2cccc([N+](=O)[O-])c2)cc1 | 0.8 | i | -5.5 | -6.4 | -10.3 | -1.0 | 1.1 | -0.3 | 0.3 | 9.1
CCCCN1C(=O)C(CC(=O)NCCCCc2ccccc2)CC(C(=O)N(C)C)=C1C (centres undefined) | · | -0.4 | · | -7.2 | · | · | 3.7 | -5.3 | -5.5 | ·
Cc1ccc2nc(Cl)c3cc(C(=O)N(CCN(C)C)Cc4ccco4)sc3c2c1 | 0.1 | 0.0 | -15.4 | -6.1 | 6.8 | 15.4 | 16.6 | -2.8 | 3.3 | -0.6
Cc1ccc(C(=O)N/C(=C\c2ccc(-c3ccc([N+](=O)[O-])cc3)o2)C(=O)NC2CCS(=O)(=O)C2)cc1 (centres undefined) | -2.3 | -0.3 | 3.3 | -3.4 | -16.2 | 19.2 | -18.0 | 8.6 | -1.5 | -0.4
N#Cc1ccc(CSc2ccc(S(=O)(=O)N3CCCC3)cn2)cc1 | · | i | -1.6 | 27.5 | -19.4 | · | -0.6 | -1.6 | 0.4 | 0.0
O=C(COc1ccc2ccccc2c1)N1CCN(Cc2c[nH]c3ccccc23)CC1 | 0.5 | i | 1.2 | 12.0 | 24.8 | -0.1 | -10.1 | -1.3 | 2.3 | 1.4
N/C(=N\OC(=O)CC1CCCCC1)c1ccc(Br)cc1 | 3.0 | i | -1.3 | 10.7 | · | 10.1 | -4.3 | -2.6 | 0.8 | -0.1
COc1ccc(NC(=O)CSc2nnc3ccc(-c4cccnc4)nn23)cc1OC | · | -0.3 | 3.1 | 2.4 | 1.3&-12.0 | · | 1.2 | · | 1.4 | 1.5
Cc1ccc(CC(=O)Nc2ccc(OC(F)F)c(Cl)c2)cc1C | 5.6 | -2.3 | -23.6 | -2.4 | -23.3 | 4.4 | 8.7 | -1.0 | 0.4 | 4.8
Cc1c(C)n(O)c2ccc3nonc3c12 | -2.0 | -0.2 | 3.2 | -5.4 | -15.1 | -7.8 | -11.6 | · | -1.4 | 9.5
